APOBEC3G inh – APOBEC3G DNA deaminase inhibitors, primary screen, biochemical, fluorescence, single-stranded DNA substrate, uHTS | DNA dC->dU-editing enzyme APOBEC-3G (Homo sapiens), Q9HC16 | recombinant A3G, ssDNA deamination FAM/TAMRA fluorescence | inhibition, % at 20 µM | hit rate 0.28% among 330,000;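 active means inhibition of at least 40% at 20 µM, with no more than 30% in the related APOBEC3A deaminase screen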;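 further: plate controls were DMSO wells with A3G for no effect and wells lacking A3G enzyme for full effect; some compounds called inactive have numbers as strong as hits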
Target sequence (Q9HC16 whole entry, looked up): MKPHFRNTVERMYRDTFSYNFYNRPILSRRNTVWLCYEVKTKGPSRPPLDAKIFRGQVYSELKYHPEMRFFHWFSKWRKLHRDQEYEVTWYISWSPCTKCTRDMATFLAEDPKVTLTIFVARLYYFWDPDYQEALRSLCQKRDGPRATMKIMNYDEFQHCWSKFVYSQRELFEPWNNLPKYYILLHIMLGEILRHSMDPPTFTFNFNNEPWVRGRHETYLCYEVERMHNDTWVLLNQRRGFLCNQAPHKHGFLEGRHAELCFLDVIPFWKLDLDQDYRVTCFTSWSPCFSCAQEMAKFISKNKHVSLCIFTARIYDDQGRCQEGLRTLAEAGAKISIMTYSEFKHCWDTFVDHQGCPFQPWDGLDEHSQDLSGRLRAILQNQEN
MPTP inh – mitochondrial permeability transition pore inhibitors, primary screen, biochemical, isolated mouse mitochondria, absorbance. Ca2+ swelling absorbance, 30 min. inhibition, % at 10 µM. hit rate 1.4% among 360,000;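 active means inhibition of 50% or more, scaled per plate between neutral and stimulator controls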;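 further: 0% = DMSO wells given calcium and 100% = 1 mM EGTA wells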
NR3A LBD binder – binders of NR3A ligand-binding domain, primary screen, biophysical, differential scanning fluorimetry, uHTS; NR3A LBD differential scanning fluorimetry, Tm shift; 0% = protein alone, 100% = glycine-bound protein; hit rate 2.5% among 340,000; Tm shift relative to glycine control, % at 25 µM; AID 1259313, 2017; Glutamate receptor ionotropic, NMDA 3A (GRIN3A) ligand-binding domain;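 active means melting temperature shift of at least 10% of the positive control shift, at one fixed dose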
hIAP activ – human IAP activators, primary screen, biochemical, luminescence, uHTS. Intestinal-type alkaline phosphatase (Homo sapiens), P09923. purified human IAP, CDP-Star luminescence, 30 min; active compounds read high; 1 = vehicle-only enzyme, 0 = enzyme-free background. activation factor at 10 µM. hit rate 0.16% among 330,000. AID 2524, 2010;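 active means activation factor of the enzyme at least 2-fold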; further: the source names both 10 and 20 µM as test concentration; values of inactives mirror those of a sister screen read the other way
APOBEC3A inh – APOBEC3A ssDNA deaminase inhibitors, primary screen, selectivity assay for APOBEC3G inhibitor project, biochemical, FAM/TAMRA oligo cleavage fluorescence | recombinant A3A, FAM/TAMRA ssDNA deamination fluorescence | inhibition, % at 20 µM | hit rate 0.41% among 330,000;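 active means at least 40% inhibition at 20 µM here, with at most 30% in a related deaminase screen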;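 further: plate controls were A3A with DMSO for no effect and wells lacking A3A enzyme for full effect; some results filed as inactive read as strong as hits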
Target sequence (P31941 whole entry, looked up): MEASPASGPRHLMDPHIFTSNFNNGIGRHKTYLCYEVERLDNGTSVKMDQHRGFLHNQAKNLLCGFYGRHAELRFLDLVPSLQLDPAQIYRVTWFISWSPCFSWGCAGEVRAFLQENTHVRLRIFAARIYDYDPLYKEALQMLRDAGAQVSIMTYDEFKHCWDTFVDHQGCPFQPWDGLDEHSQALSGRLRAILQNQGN
hIAP block – human IAP inhibitors, primary screen, biochemical, luminescence, uHTS; hit rate 0.12% among 330,000; Intestinal-type alkaline phosphatase (Homo sapiens), P09923; purified IAP, CDP-Star luminescence, 30 min; AID 2544, 2010; inhibition, % at 10 µM;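 active means inhibition reaching a set limit with compound at 10 µM in the primary screen, cut at about 35% in these data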;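 further: plate controls were DMSO wells with enzyme for no effect and no-enzyme buffer wells for full effect; values of inactives mirror those of a sister screen read the other way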
mIAP activ – activators of mouse IAP, primary screen, biochemical, luminescence, uHTS | AID 2805, 2010 | intestinal alkaline phosphatase [Mus musculus] | activation factor at 10 µM | hit rate 0.24% among 330,000 | muIAP, CDP-Star luminescence, 30 min; active compounds read high; 1 = vehicle-only enzyme signal, 0 = enzyme-free wells;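 active means activation factor of at least 2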; further: the source names both 10 and 20 µM as test concentration; values of inactives mirror those of a sister screen read the other way
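System: Mouse IAP enzyme | Also added: CDP-Star substrate | Dosing: Compounds dispensed in DMSO | Schedule: 30 min enzyme-substrate-compound incubation at room temperature | Technique: Chemiluminescence readout | Control set: DMSO-only wells and no-enzyme negative control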
mIAP inh – inhibitors of mouse IAP, primary screen, biochemical, luminescence, uHTS | purified mouse IAP, CDP-Star luminescence, 30 min | inhibition, % at 10 µM | hit rate 0.2% among 330,000 | AID 2806, 2010;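 active means inhibition of at least 40% at 10 µM in the primary screen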;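 further: plate controls were DMSO with enzyme for no effect and no enzyme wells for full effect; values of inactives mirror those of a sister screen read the other way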
beta cell repl – inducers of MIN6 beta-cell proliferation, primary screen, ATP luminescence, uHTS. MIN6 cells proliferation, ATPlite luminescence, 48 h; cells starved in 0.2% serum; 100% = growth in 10% serum. proliferation, % at 10 µM. hit rate 0.29% among 330,000. AID 2380, 2010;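 active means compounds whose signal lies at least 3.5 SD above the mean of all wells on their plate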;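 further: 0% = DMSO-treated cells in low-serum medium and 100% = 10% serum control; some compounds called inactive have numbers as strong as hits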
Starred values were filed as active, the others as inactive; . = no result given.

SMILES | APOBEC3G inh | MPTP inh | NR3A LBD binder | hIAP activ | APOBEC3A inh | hIAP block | mIAP activ | mIAP inh | beta cell repl
CC(C)(Oc1ccc(Cl)cc1)C(=O)OCC(=O)NCCc1ccccc1 | -8 | 1.4 | -1 | 0.91 | -5 | 9 | 0.93 | 7 | -1
Cn1cccc1C(=O)Nc1ccc(N2CCOCC2)cc1 | -10 | 0.3 | -1 | 1.1 | -6 | -14 | 1.1 | -9 | -5
Cc1cc(O)ccc1N/C=C/c1onc(C)c1[N+](=O)[O-] | -4 | 3.8 | 0 | 0.97 | -1 | 3 | 0.77 | 23 | -2
CCOC(=O)CN1C(=O)NC(C)(c2ccc(OC(F)F)cc2)C1=O (stereo not given) | -5 | 0.9 | -2 | 0.88 | -6 | 12 | 0.91 | 9 | -2
C/C(CC(=O)Nc1cccc2c1CCCC2)=N\NC(=O)c1ccccc1N | -4 | 0.1 | -1 | 1.1 | 2 | -6 | 0.93 | 7 | -2
COC(=O)c1ccc(OS(=O)(=O)N(C)C)cc1 | -5 | -1.3 | 0 | 1 | -3 | -1 | 0.96 | 4 | -4
Nc1nnnn1/N=C/c1cccc(Oc2ccccc2)c1 | -4 | -0.7 | 3 | 1.1 | -2 | -7 | 0.92 | 8 | 1
CS(=O)(=O)N1CCCC(C(=O)NCc2ccccn2)C1 (stereo not given) | 4 | -0.6 | -1 | 1.1 | -2 | -14 | 1 | 0 | -2
CC1(C)C2CCC1(CS(=O)(=O)Nc1ccccc1)C(=O)C2 (stereo not given) | -3 | 2.5 | -2 | 1.2 | -8 | -20 | 1.1 | -6 | 1
COCCn1cnnc1SCC(=O)Nc1ccccc1C(=O)Nc1ccc2c(c1)OCO2 | -4 | 0.5 | -2 | 1.2 | -2 | -16 | 1 | -3 | 0
COc1cc(/C=C(\C#N)C(=O)NCCc2ccccc2)cc(OC)c1O | -12 | -1.7 | 3 | 0.79 | -2 | 22 | 0.87 | 13 | -1
Cc1cccc(NC(=O)C(=O)NCC2CCCN2S(=O)(=O)c2ccccc2)c1 (stereo not given) | -4 | -3.0 | -2 | 1 | 1 | -1 | 0.98 | 2 | -2
CCOC(=O)c1cnc(SC)nc1Oc1cccc(NS(=O)(=O)c2ccc(F)cc2)c1 | 0 | 1.6 | 3 | 1 | -1 | -2 | 0.93 | 7 | -1
CNc1nc(N)c(C(=O)C23CC4CC(CC(C4)C2)C3)s1 | -4 | -0.8 | 0 | 0.81 | -2 | 20 | 1 | -4 | -3
CCC(=NC(C)c1ccccc1)c1c(O)n(C)c(=O)n(C)c1=O (stereo not given) | -8 | 67* | 1 | 0.92 | -3 | 8 | 0.8 | 20 | -3
CCCCC(=O)OCC(=O)c1cc(C)n(-c2c(C)n(C)n(-c3ccccc3)c2=O)c1C | -5 | -0.7 | 0 | 1.1 | -3 | -10 | 1.1 | -13 | -3
O=c1nc2n(c3ccc(Br)cc13)CCS2 | -2 | 0.4 | -1 | 1 | -2 | -3 | 0.96 | 4 | 0
COc1ccc(NC(=O)[C@@]2(CC(=O)O)CC(/C=C/c3ccccc3)=NO2)cc1 | -9 | -0.6 | 0 | 1.2 | -6 | -18 | 0.99 | 1 | -1
CCOc1ccc(S(=O)(=O)N2CCC(C(=O)OCc3cccc(OC)c3OC)CC2)cc1 | -4 | -1.2 | 0 | 0.99 | -2 | 1 | 1.1 | -6 | -3
COc1ccc(NC(=O)CCC(=O)c2cccs2)c(OC)c1 | 0 | -1.7 | -2 | 0.82 | 1 | 18 | 0.98 | 2 | 0
COc1ccc(Cl)cc1NC(=O)Cn1nnc(C(=O)NCc2ccc3c(c2)OCO3)c1N | 1 | 0.1 | -1 | 1.1 | 4 | -7 | 0.94 | 6 | -1
COc1ccc(NC(=O)CC2Nc3cccc4cccc(c34)NC2=O)cc1 (stereo not given) | 3 | 1.3 | -6 | 0.98 | 4 | 2 | 0.69 | 31 | -2
COc1ccc(-c2cccc(NS(=O)(=O)c3ccc([N+](=O)[O-])cc3)c2)nn1 | 6 | 0.8 | -2 | 1.1 | -2 | -13 | 1 | 0 | -3
COc1ccc(CNC(=O)c2csc3c2CCCC3)cc1 | -11 | 0.1 | -1 | 0.98 | -4 | 2 | 1.1 | -10 | -1

Four compounds out of the list, sorted by SMILES length, highest first.
SMILES | APOBEC3G inh | MPTP inh | NR3A LBD binder | hIAP activ | APOBEC3A inh | hIAP block | mIAP activ | mIAP inh | beta cell repl
COc1ccc(NC(=O)[C@@]2(CC(=O)O)CC(/C=C/c3ccccc3)=NO2)cc1 | -9 | -0.6 | 0 | 1.2 | -6 | -18 | 0.99 | 1 | -1
CCOc1ccc(S(=O)(=O)N2CCC(C(=O)OCc3cccc(OC)c3OC)CC2)cc1 | -4 | -1.2 | 0 | 0.99 | -2 | 1 | 1.1 | -6 | -3
COc1ccc(NC(=O)CC2Nc3cccc4cccc(c34)NC2=O)cc1 (stereo not given) | 3 | 1.3 | -6 | 0.98 | 4 | 2 | 0.69 | 31 | -2
O=c1nc2n(c3ccc(Br)cc13)CCS2 | -2 | 0.4 | -1 | 1 | -2 | -3 | 0.96 | 4 | 0

Later entries.
SMILES | APOBEC3G inh | MPTP inh | NR3A LBD binder | hIAP activ | APOBEC3A inh | hIAP block | mIAP activ | mIAP inh | beta cell repl
CCc1ccc(NC(=O)Cn2ncn3c(cc4ccccc43)c2=O)cc1 | 1 | 0.6 | -2 | 1.2 | -5 | -16 | 1 | -2 | -2
COc1ccccc1NC(=O)CCCCCN1C(=O)c2cccc3cccc(c23)C1=O | -6 | -1.4 | -3 | 1.1 | 0 | -6 | 1 | -3 | 4
COCCCNC(=S)N(CCO)Cc1cc2cc3c(cc2[nH]c1=O)OCO3 | -14 | 0.1 | 1 | 1.1 | -5 | -11 | 1 | -4 | 1
C=CCn1c(C)cc(C(=O)CSc2nnc(Cc3ccccc3)o2)c1C | -4 | 1.0 | 0 | 1 | -3 | -5 | 0.97 | 3 | -2
COCCNC(=O)c1ccc(Cn2c(=S)[nH]c3cc4c(cc3c2=O)OCO4)cc1 | -11 | 1.7 | 1 | 1.1 | -1 | -9 | 0.93 | 7 | -1
CC(C)Cn1c(/C=C/c2ccco2)nc2ccccc21 | 1 | 2.3 | -1 | 0.98 | 2 | 2 | 0.78 | 22 | -3
CC1(c2ccc3c(c2)OCO3)NC(=O)N(CC(=O)Nc2ccc(N3CCOCC3)cc2)C1=O (stereo not given) | -3 | -0.4 | -1 | 0.99 | 0 | 1 | 0.95 | 5 | 0
Cc1nnsc1C(=O)N1CCCC(Nc2ccc(C(C)C)cc2)C1 (stereo not given) | 0 | 1.3 | -1 | 1.1 | -6 | -7 | 1 | -4 | 0
Cc1ccc(SCC(=O)NCCc2ccccc2)cc1 | -5 | -0.4 | -1 | 1.1 | -4 | -7 | 1 | 0 | -4
CCC(=O)Nc1nnc(SCC(=O)NCc2ccc3c(c2)OCO3)s1 | -8 | -0.3 | 3 | 1 | -4 | -1 | 1 | -3 | 3
CCN1CCN(c2ccc(S(=O)(=O)N3CCCCC3)cc2NC(=O)c2ccc([N+](=O)[O-])o2)CC1 | 5 | -1.8 | 4 | 0.96 | 53* | 4 | 0.91 | 9 | -7
Cc1nnc(SCC(=O)NNC(=O)COc2ccc(Cl)cc2)n1C | -4 | -1.2 | 1 | 1.5 | 1 | -51 | 0.93 | 7 | 1
COc1ccc(-c2cccc(C3CC=CC4C3C(=O)N(Cc3ccccc3)C4c3ccc4ccccc4c3)c2)cc1 (stereo not given) | 8 | -0.5 | 1 | 0.8 | 0 | 20 | 1.1 | -7 | -6
CCN(C(=O)CSc1cc(-c2ccccc2)c2ccc(OC)cc2n1)C1CCS(=O)(=O)C1 (stereo not given) | -7 | 2.7 | -3 | 1.1 | -1 | -13 | 0.92 | 8 | 0
COc1ccccc1N(CC(=O)NCCc1ccccc1)C(=O)CCC(=O)Nc1ccccn1 | -5 | 0.5 | 3 | 1.2 | 1 | -19 | 1 | -2 | -2
COCC(=O)Nc1nnc(SCC(=O)N2C(C)CCCC2C)s1 (stereo not given) | -10 | -1.9 | 6 | 0.93 | -5 | 7 | 1 | -4 | -1
Cc1ccccc1C(=O)Nc1nc(SCc2ccc(Cl)cc2)n[nH]1 | -3 | 6.7 | -4 | 0.92 | 0 | 8 | 0.96 | 4 | -1
O=C(CSc1nccn1-c1ccccc1)Nc1ccc2c(c1)OCO2 | 2 | -0.9 | 0 | 0.83 | 0 | 17 | 0.98 | 2 | -4
COc1ccc(/C=C/c2c([N+](=O)[O-])c(=O)n(C)c(=O)n2C)cc1O | -4 | 4.8 | 1 | 0.84 | 1 | 16 | 1 | -3 | 3
CCCCCOC(=O)Nc1nnc(CCC)s1 | 3 | -0.1 | 0 | 0.96 | 1 | 4 | 1.1 | -9 | 1
O=Cc1c(C(=O)O)n(CC(=O)O)c2ccccc12 | 9 | -1.2 | -2 | 0.93 | 15 | 7 | 0.98 | 2 | 1
COc1ccccc1C(=O)Nc1cccc(S(=O)(=O)N2CCCC2)c1 | -6 | 0.2 | 0 | 0.99 | 10 | 1 | 0.87 | 13 | 1
O=C(NC1CC1)[C@@H]1CSC2c3ccccc3C(=O)N21 (stereo not given in full) | -8 | -1.6 | 4 | 1.3 | -4 | -27 | 0.97 | 3 | 4
COc1ccc(Cc2cc(-c3ccc(F)cc3)n[nH]c2=O)cc1 | -9 | 6.8 | -2 | 0.95 | -5 | 4 | 0.97 | 3 | 2
O=C(Nc1cccnc1Oc1ncnc2cc(Cl)ccc12)c1ccc(F)cc1 | -1 | . | 1 | 1 | 4 | -4 | 1.1 | -7 | 0
CC(C)NS(=O)(=O)c1ccc(N2C(=O)c3ccccc3C2=O)cc1 | -5 | 25 | -2 | 0.95 | -2 | 5 | 0.99 | 1 | 1
CC(OC(=O)Cc1ccccc1F)C(=O)Nc1ccc(Cl)cn1 (stereo not given) | 0 | -0.7 | 1 | 0.97 | 2 | 2 | 1 | -4 | -1
CCOc1ccc(NC(C)=O)cc1[N+](=O)[O-] | -8 | -0.5 | -2 | 1 | 1 | 0 | 0.97 | 2 | 2
CCOC(=O)C(C)Sc1nnc(Cn2c(=O)sc3ccccc32)n1-c1ccccc1 (stereo not given) | 4 | -2.1 | -2 | 1 | 1 | 0 | 0.78 | 22 | 3
CC1=NN(c2ccccc2)C(=O)C1(C)C | -2 | 20 | 0 | 1.1 | -2 | -9 | 1.1 | -8 | -3
Cc1ccc2c(C(=O)CNc3nncs3)c(C)[nH]c2c1 | -1 | -0.2 | 1 | 1.2 | -7 | -23 | 1.1 | -8 | -2
O=S(=O)(c1ccc2c(c1)CCC2)N1CCNCC1 | -3 | -0.8 | 0 | 0.85 | 1 | 15 | 0.99 | 1 | 1
Cc1cccc2nc(-c3cccnc3)c(NCCC(C)C)n12 | -14 | 3.4 | 3 | 1.2 | 0 | -17 | 1 | -4 | -1
